# T cell HTS: T cell immune modulators affecting CD8 T cell-vesicle binding; actives 0.068% (n = 330,000); calls only at 7 µM; AID 2052; 2C CD8+ T cell-vesicle binding, flow cytometry; stronger effect = lower value;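 active means response, share of CD8 T cells binding vesicles, and their 90th percentile fluorescence all below set limits, cut at about 80% in these data, passing the limit was not always enough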
#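 Benchmarks: naked versus QL9-loaded vesicles / Assay system: purified 2C TCR transgenic mouse naive CD8+ T cells / Technique: high-throughput flow cytometry with anti-B7-1 and anti-CD8 staining / Timing: Cell–vesicle co-incubation 1.5 h at 37 °C, staining 20 min on ice / Read-out: percent CD8+ FL2 mean versus row control / Probe or stimulus: QL9-loaded Drosophila micro-vesicles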
# T cell HTS vesicle-bound %: recorded beside T cell HTS, whose call it bears; double positive events, %; measured here: CD8+ vesicle-bound cell fraction;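 binding gate set so that unloaded-vesicle control wells show 10% double positive cells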
# * hit, by the source's call; i = inactive. Not all compounds are listed, so the mix of outcomes need not match the whole.
T cell HTS,T cell HTS vesicle-bound %,SMILES
i,37,Cc1ccc(N(CCC(=O)N2CCOCC2)S(=O)(=O)c2ccccc2)cc1
i,3,O=C(Nc1c2c(nn1-c1cccc(Cl)c1)CS(=O)(=O)C2)c1cccs1
i,40,COc1cccc(CNC(=O)CN2C(=O)COc3ccc(S(=O)(=O)N4CCCCCC4)cc32)c1
i,13,CC(=O)c1ccc(N2CCN(S(=O)(=O)c3cc4c(cc3C)NC(=O)CO4)CC2)cc1
i,3,O=C(/C=C/c1ccc(Cl)cc1)NCCCN1CCOCC1
i,57,CCc1nn(C(C)C(=O)NC2CCCCCC2)c(=O)c2cc3occc3n12 (stereo unspecified)
i,54,Cc1ccc(NC(=O)Cn2c(=O)c3cccn3c3ccccc32)cc1
i,38,O=C(Nc1ccc2[nH]c(=O)[nH]c2c1)c1cccc([N+](=O)[O-])c1
i,8,O=C(NCC1OCCCN1S(=O)(=O)c1ccc(F)cc1)C(=O)NC1CCCC1 (stereo unspecified)
i,34,Cc1ccc(N(CC(=O)NCc2ccc3c(c2)OCO3)C(=O)c2csnn2)cc1
i,54,COc1ccc(-c2noc(N3CCC(C(=O)Nc4ccc(F)cc4)CC3)n2)cc1
i,72,CCn1c(SCC(=O)NC2CC2)nnc1-c1ccccn1
i,10,CC[C@@]1(C(=O)OC)N[C@H](CN(C)C(=O)c2ccc(C)cc2)[C@@H]2C(=O)N(Cc3ccccc3)C(=O)[C@@H]21
i,51,CC(=O)NCCNc1nc2c(-c3cccc(C(F)(F)F)c3)nnn2c2ccccc12
i,55,CC(=O)Nc1ccc(-c2nc3ccccc3o2)cc1
i,65,C/C(=N\NC(=O)Cc1c(F)cccc1Cl)c1cccnc1
i,7,COc1ccc(OCCN2CCN(C(=O)c3ccc(OC(F)F)c(OC)c3)CC2)cc1
i,47,CCC(C)Nc1nc(-c2ccccn2)nc2ccccc12 (stereo unspecified)
i,25,CSc1nsc(NC(=O)CCNC(=O)c2ccc([N+](=O)[O-])cc2)n1
i,35,CN(c1ccc(OC(=O)CC2OC(=O)c3ccccc32)cc1)S(=O)(=O)c1ccccc1 (stereo unspecified)

# The listing continues:
T cell HTS,T cell HTS vesicle-bound %,SMILES
i,16,CCCCn1c(N)c(N(Cc2ccccc2OC)C(=O)c2c(CC)noc2C)c(=O)[nH]c1=O
i,31,N#CC1(NC(=O)CSc2n[nH]c(-c3ccccc3)n2)CCCCC1
i,52,COc1cccc(CN2CCN(S(=O)(=O)c3ccccc3)CC2)c1OC
i,17,C/C(=N\NC(=O)COc1cc(C)cc(C)c1)c1cccc(NC(=O)C2CCC2)c1
i,12,Cn1c(SCC(=O)NC2CCCC2)nnc1-c1ccccn1
i,22,CC1(C)CC2CC(C)(CN2C(=O)c2cc(-c3ccc(F)cc3)on2)C1 (stereo unspecified)
i,33,COc1ccc(C(=O)COC(=O)Cn2cnc3ccccc3c2=O)c(OC)c1
i,32,O=C(COc1ccc(Cl)cc1)OCC(=O)c1ccc[nH]1
i,52,COc1cccc(NC(=O)C(=O)NCCC2CCCCN2S(=O)(=O)c2ccccc2)c1 (stereo unspecified)
i,47,Cc1cc(=O)n2[nH]c(SCc3ccccc3Cl)nc2n1
i,21,Oc1ccc2nnc3c(Br)cnn3c2c1
i,60,C=CCN1C(=O)C2C(C(=O)NC3CCCC3)C3(C)C=CC2(O3)C1C(=O)NC1CCCC1 (stereo unspecified)
i,31,Cc1ccc(C)c(-n2sc3ccc(F)cc3c2=O)c1
i,4,COc1ccc(/C=N\NC(=O)c2ccccc2[N+](=O)[O-])cc1COc1c(F)c(F)c(F)c(F)c1F
i,24,CC(=O)Nc1ccc(Cl)c(-c2nc3ncccc3o2)c1
i,69,Cc1cc(C)n(-c2ccc(NC(=O)C3CCN(Cc4cnc(C)s4)CC3)cc2)n1
i,41,CC1(C)NC(=O)N(CC(=O)N2CCN(c3ccc([N+](=O)[O-])cc3)CC2)C1=O
i,60,COc1ccc2sc(N(CCCN(C)C)C(=O)c3ccc(S(=O)(=O)N(C)C4CCCCC4)cc3)nc2c1
i,8,O=C(N[C@H]1C/C=C\C[C@@H](CC(=O)N(CCO)Cc2ccccc2)C(=O)N2CCC[C@H]2COC1=O)OCC1c2ccccc2-c2ccccc21
i,50,O=C(NC1CCCCC1)C(c1ccccc1F)N(Cc1ccco1)C(=O)c1ccccn1 (stereo unspecified)

# (next part)
T cell HTS,T cell HTS vesicle-bound %,SMILES
i,57,CN1C(=O)CCC(CCC(=O)O)(c2ccccc2O)C1=O (stereo unspecified)
i,21,CCCN1CCN(CCCNC(=O)CCCn2nc(C)c3sc4ccccc4c3c2=O)CC1
i,35,Cc1ccc(NC(=O)C(C)SCc2ccccc2)cc1 (stereo unspecified)
i,21,Cc1ccccc1NC(=O)COC(=O)c1ccccc1SCC(=O)N1CCCC1
i,42,CN(C)S(=O)(=O)c1cccc(NC(=O)COC(=O)c2ccc3ccccc3n2)c1
i,38,Cc1cccc(NC(=O)CNC(=O)c2cn(Cc3ccccc3)nc2-c2cccnc2)c1C
i,56,CC(=O)NC12CC3CC(C1)CC(C(=O)N1CCN(S(=O)(=O)c4ccc(C(C)C)cc4)CC1)(C3)C2
i,36,CC(C)(Oc1ccc(Cl)cc1)C(=O)NCC(c1ccco1)N1CCCCC1 (stereo unspecified)
i,14,CCc1ccc(NC(=O)CN2CCC(C(=O)c3ccc(OC)cc3)CC2)cc1
i,56,O=C(NCc1ccco1)c1ccc2c(c1)OCCO2
i,19,COc1ccc(C(=O)CSc2nc(C)cc(=O)[nH]2)cc1C
i,30,CC(C)C(NC(=O)c1ccc(C(C)(C)C)cc1)C(=O)N1CCCC1 (stereo unspecified)
i,32,O=C(NC12CC3CC(CC(C3)C1)C2)c1ccc([N+](=O)[O-])o1
i,17,Cc1ccc(SCC(=O)OC(C)C(=O)NCc2ccccc2)cc1C (stereo unspecified)
i,46,Cc1ccc(S(=O)(=O)CCC(=O)Nc2ccccc2Cl)cc1
i,20,CCOc1ccc(/C=N/NC(=O)c2ccccc2C)cc1CN1CC2CC(C1)c1cccc(=O)n1C2 (stereo unspecified)
i,26,Cc1ccccc1N1CC(C(=O)N2CC(C)OC(C)C2)CC1=O (stereo unspecified)
i,28,O=C(O)CCC(=O)N1CCc2cc(S(=O)(=O)NCCc3ccc(Cl)cc3)ccc21
i,22,Cc1cccc(NC(=O)C2CC(=O)N(c3ccc4c(c3)OCCO4)C2)n1 (stereo unspecified)
i,27,COc1ccc(-c2cc(C(=O)N3CCCC3)no2)cc1

# The results go on.
T cell HTS,T cell HTS vesicle-bound %,SMILES
i,68,CCc1nc(SCC(=O)Nc2nnc(CC)s2)c2c(=O)n(C)c(=O)n(C)c2n1
i,28,CCOc1ccccc1CNC(=O)Cn1ccc2cc(S(=O)(=O)N3CCC(C)CC3)ccc21
i,18,CNC(C)C#Cc1ccc2oc3cccc(OC)c3c(=O)c2c1 (stereo unspecified)
i,42,C#CCOCCOCCOCCNc1nc(N2CCN(C(=O)CCCCCCCCCCNC(=O)[C@@H](CCC(=O)O)n3cc(CCCCCN)nn3)CC2)nc(N2CCN(C(=O)CCCCCCCCCCNC(=O)[C@@H](CCC(=O)O)n3cc(CCCCCN)nn3)CC2)n1
i,13,Cc1ccc(S(=O)(=O)NC(=O)NCCCN2CCOCC2)cc1
i,49,O=C1CCC(=O)N1c1ccccc1
i,58,Cc1ccc(CCC(=O)Nc2ccc([N+](=O)[O-])cc2Cl)o1
i,47,COc1cc(CC(=O)OCC(=O)NCc2cccs2)cc(OC)c1OC
i,18,CC(C)(C)NC(=O)CN(Cc1ccc2c(c1)OCO2)C(=O)CNS(=O)(=O)c1ccc(F)cc1
i,9,Cc1ccnc(NCc2cc(C)ccc2O)c1
i,32,Cc1csc(NC(=O)Cc2ccc(Cl)cc2)n1
i,32,CC(OC(=O)CNC(=O)c1sc2ccccc2c1Cl)c1ccccc1 (stereo unspecified)
i,14,CC(=O)Nc1ccc(C(=O)Nc2ccc3c(c2)OCCO3)cc1
i,13,COc1ccc(CCNCC(O)COc2ccc(OC)cc2C(C)(C)C)cc1 (stereo unspecified)
i,43,COc1ccc(CN2C(=O)C(CC(C)C)Nc3ncnc(N4CCCCC4)c32)cc1 (stereo unspecified)
i,34,CC1O[C@@H](O[C@H](C)CC[C@@H](C)O)C(O)C[C@H]1O (stereo partly specified)
i,43,COc1cccc(OCc2cc(C(=O)N3CCC(C(O)C(C)C)CC3)no2)c1 (stereo unspecified)
i,10,COc1ccc(N(CC(=O)NCCSCc2ccc(C)cc2)S(=O)(=O)c2ccccc2)cc1
i,39,Cc1ccc(NC(=O)CN2CCOCC2)cc1Cl
i,35,Cc1ccnc(NS(=O)(=O)c2ccc(N3C(=O)C4CCCCC4C3=O)cc2)n1 (stereo unspecified)

# (more compounds)
T cell HTS,T cell HTS vesicle-bound %,SMILES
i,52,COc1ccc(NC(=O)CSc2nc3[nH]ncc3c(=O)[nH]2)c(OC)c1
i,28,COc1ccc(CCNC(=O)C(=O)NCC2OCCN2S(=O)(=O)c2ccc(Cl)cc2)cc1 (stereo unspecified)
i,33,COc1cccc(CNC(=O)c2ccc(NC(=O)CC3SC(N4CCCC4)=NC3=O)cc2)c1 (stereo unspecified)
i,9,COc1ccc(CCNC(=O)C2CCC(=O)N(C3CC3)C2)c(OC)c1 (stereo unspecified)
i,38,COc1ccc(-c2csc(NC(=S)NC(=O)c3cc4ccccc4o3)n2)cc1Br
i,57,CC(=O)Nc1ccc2nc(NC(=O)CN3CCOCC3)sc2c1
i,13,O=C(COc1ccc(Br)cc1)N1CCNC1=O
i,39,Cc1ccc(C(CNS(=O)(=O)c2ccccc2)N2CCN(C)CC2)cc1 (stereo unspecified)
i,22,CN1CCCC(OC(=O)c2ccc(S(=O)(=O)N(C)C)cc2)C1 (stereo unspecified)
i,52,CCCN1CCC(NC(=O)Cc2ccc(C)cc2)CC1
i,66,O=[N+]([O-])c1ccccc1/C=N/N1CCN(Cc2ccccc2)CC1
i,38,O=C(CCCN1C(=O)/C(=C\c2cccs2)SC1=S)Nc1ccc(O)cc1C(=O)O
i,59,COc1ccc(C(CNC(=O)COc2ccccc2)N2CCOCC2)cc1 (stereo unspecified)
i,41,COc1cccc(NC(=O)c2cc(-c3ccccn3)nc3ccccc23)c1
i,44,Cc1nc(NC(=O)C2CC2)sc1C(=O)Nc1ccccc1Cl
i,56,S=C(N/N=C/c1ccco1)NC1CC2CCC1C2 (stereo unspecified)
i,32,COc1ccc(NC(C)=O)cc1NS(=O)(=O)c1cn(C)c(=O)n(C)c1=O
i,64,COc1ccccc1C(=O)NCCn1cc(SCC(=O)NCC2CCCO2)c2ccccc21 (stereo unspecified)
i,23,CC1N(C(=O)N2CCOCC2)CCN1S(=O)(=O)c1ccc(Cl)cc1 (stereo unspecified)
i,61,Cc1ccc(CN2CCN(c3ncccn3)CC2)c(C)c1

# (next part)
T cell HTS,T cell HTS vesicle-bound %,SMILES
i,14,Cc1ccc(S(=O)(=O)N2[C@@H](c3ccc(C(C)(C)C)cc3)C(C(=O)O)=CC[C@H]2c2cccc(Cl)c2)cc1
i,20,CSc1ccc(CN2CCC(Oc3cccc(C(=O)N4CCCC4)c3)CC2)cc1
i,42,COc1ccc(CN2C(=O)c3cccnc3C2=O)cc1S(=O)(=O)N(C)c1cccc(C)c1
i,48,Cc1ccc(S(=O)(=O)N2CCN(C(=O)NCc3ccc(C(=O)O)cc3)CC2)cc1
i,51,COc1ccc(/C=C(\C#N)C(=O)Nc2cccc(C)n2)cc1
i,40,CCOc1ccc(C(=O)NCC(=O)N2CCCCCCC2)cc1OCC
i,55,O=C(COc1ccc(F)c(Cl)c1)N1CCCCCCC1
i,49,Cc1ccc(OCCC(=O)OCC(=O)N2CCN(S(=O)(=O)c3ccc(Cl)cc3)CC2)cc1
i,35,COc1cc(CN(C)Cc2cccc3ccccc23)cc([N+](=O)[O-])c1O
i,38,Cc1cnc(NC(=O)c2ccc(-c3ccc([N+](=O)[O-])cc3)o2)s1
i,4,O=C(NCCc1ccccc1Cl)C1CCC(=O)N(CCCc2ccccc2)C1 (stereo unspecified)
i,26,CC(=O)c1c(C)oc2c1cc(NS(=O)(=O)c1ccc(C(=O)O)cc1)c1ccccc12
i,36,Cc1cc(Cl)ccc1C(=O)C1CCCN(C(=O)c2cnn(C(C)C)c2)C1 (stereo unspecified)
i,6,O=C(Cn1c(=O)c2cccn2c2ccccc21)Nc1cc(F)ccc1F
i,40,CC(C)CNS(=O)(=O)c1cc2c3c(c1)CC(=O)N3CCC2
i,49,Cn1c(=O)oc2cc(S(=O)(=O)Nc3ccccc3F)ccc21

# 14 of the compounds above, as tab-separated lines.
SMILES	T cell HTS	T cell HTS vesicle-bound %
COc1ccc(CN2C(=O)c3cccnc3C2=O)cc1S(=O)(=O)N(C)c1cccc(C)c1	i	42
Cc1ccc(S(=O)(=O)N2CCN(C(=O)NCc3ccc(C(=O)O)cc3)CC2)cc1	i	48
COc1ccc(/C=C(\C#N)C(=O)Nc2cccc(C)n2)cc1	i	51
CCOc1ccc(C(=O)NCC(=O)N2CCCCCCC2)cc1OCC	i	40
O=C(COc1ccc(F)c(Cl)c1)N1CCCCCCC1	i	55
Cc1ccc(OCCC(=O)OCC(=O)N2CCN(S(=O)(=O)c3ccc(Cl)cc3)CC2)cc1	i	49
COc1cc(CN(C)Cc2cccc3ccccc23)cc([N+](=O)[O-])c1O	i	35
Cc1cnc(NC(=O)c2ccc(-c3ccc([N+](=O)[O-])cc3)o2)s1	i	38
O=C(NCCc1ccccc1Cl)C1CCC(=O)N(CCCc2ccccc2)C1 (stereo unspecified)	i	4
CC(=O)c1c(C)oc2c1cc(NS(=O)(=O)c1ccc(C(=O)O)cc1)c1ccccc12	i	26
Cc1cc(Cl)ccc1C(=O)C1CCCN(C(=O)c2cnn(C(C)C)c2)C1 (stereo unspecified)	i	36
O=C(Cn1c(=O)c2cccn2c2ccccc21)Nc1cc(F)ccc1F	i	6
CC(C)CNS(=O)(=O)c1cc2c3c(c1)CC(=O)N3CCC2	i	40
Cn1c(=O)oc2cc(S(=O)(=O)Nc3ccccc3F)ccc21	i	49

# Compound activity: PubChem BioAssay, NMMLSC
